From PubChem BioAssay
FUS yeast rescue: FUS proteinopathy suppression in yeast | S. cerevisiae FUS-expressing, growth rescue, OD600, 24 h | Potency, µM (highest dose often 76.6 µM), without a hit: at the highest dose growth rescue (activation), actives largely listed as activators | 0.24% of 390,000 active | AID 1347120;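 further: potency means the concentration at half of the fitted maximal effect; plate controls were DMSO vehicle for no effect and reference control for full effect; nearly all actives have a fitted effect of over 55% in size; some results filed as inactive show a strong effect at the top dose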
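Cultures pregrown in 2.5% raffinose medium are shifted to minimal medium containing 2% galactose to express toxic FUS. Compounds are tested at several concentrations. After 24hr at 30C, growth is quantified at 600 nm absorbance.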
Abeta rescue: A-beta toxicity reversal in yeast | yeast expressing A-beta42, growth rescue, OD600, 48 h; response scale: 0% DMSO, 100% iron-clioquinol control | 0.063% of 410,000 active | AID 1347071 | Potency, µM (titrated, usually from 46.1 µM), for inactives: at the top dose growth rescue, most hits filed as activators; further: potency means the concentration at half of the fitted maximal effect; nearly all actives have a fitted effect of over 55% in size
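Growth rescue measured by 600 nm absorbance after 48 h yeast culture at 30 C with compound. Values normalized between DMSO and an equimolar ferric chloride plus clioquinol control.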
D3 ag: agonists of human D3 dopamine receptor; P35462; D3R DiscoveRx beta-arrestin cells, luminescence, 90 min; max activation, %; 0.58% of 410,000 active; AID 652048; in the data active means max activation above about 30%; further: 0% is about no effect; mostly tested at two doses, the higher about 12 µM
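Cells at 1500/well, incubated overnight, then treated with pinned compounds (dopamine as control) for 90 min at 37 degrees C. DiscoveRx reagent added for 30 - 60 minutes at room temperature; luminescence read.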
D3 antag: blocks the human D3 dopamine receptor; AID 652054; 2.5% of 360,000 active; max response, negative = inhibition, %; P35462; D3R cells, DiscoveRx beta-arrestin luminescence, antagonist mode; stronger effect = lower value; in the data active means max response below about -50%; inconclusive means no clear call, values can overlap the other calls; further: on the % scale 0 is the no-effect control and ±100 the full control effect; mostly tested at two doses, the higher about 12 µM
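Cells plated overnight at 1500 cells/well, then exposed to library compounds with dopamine controls for 90 minutes at 37 degrees C. DiscoveRx reagent added for 30–60 minutes at room temperature; luminescence read, quantitative HTS format.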
EPAC2 antag: blocks human EPAC2 exchange factor; Q8WZA2; EPAC2 GEF exchange of Rap1B-BODIPY-GDP, fluorescence; Potency, µM (highest dose often 114 µM), for inactives: at the top dose activity, negative = inhibition, usual class: inhibitors; 0.18% of 360,000 active; further: potency means the concentration at half of the fitted maximal effect; on the % scale 0 is the no-effect control and ±100 the full control effect; nearly all actives have a fitted effect of over 45% in size; many of its hits are not listed in these tables
Target sequence (Q8WZA2 whole entry, looked up): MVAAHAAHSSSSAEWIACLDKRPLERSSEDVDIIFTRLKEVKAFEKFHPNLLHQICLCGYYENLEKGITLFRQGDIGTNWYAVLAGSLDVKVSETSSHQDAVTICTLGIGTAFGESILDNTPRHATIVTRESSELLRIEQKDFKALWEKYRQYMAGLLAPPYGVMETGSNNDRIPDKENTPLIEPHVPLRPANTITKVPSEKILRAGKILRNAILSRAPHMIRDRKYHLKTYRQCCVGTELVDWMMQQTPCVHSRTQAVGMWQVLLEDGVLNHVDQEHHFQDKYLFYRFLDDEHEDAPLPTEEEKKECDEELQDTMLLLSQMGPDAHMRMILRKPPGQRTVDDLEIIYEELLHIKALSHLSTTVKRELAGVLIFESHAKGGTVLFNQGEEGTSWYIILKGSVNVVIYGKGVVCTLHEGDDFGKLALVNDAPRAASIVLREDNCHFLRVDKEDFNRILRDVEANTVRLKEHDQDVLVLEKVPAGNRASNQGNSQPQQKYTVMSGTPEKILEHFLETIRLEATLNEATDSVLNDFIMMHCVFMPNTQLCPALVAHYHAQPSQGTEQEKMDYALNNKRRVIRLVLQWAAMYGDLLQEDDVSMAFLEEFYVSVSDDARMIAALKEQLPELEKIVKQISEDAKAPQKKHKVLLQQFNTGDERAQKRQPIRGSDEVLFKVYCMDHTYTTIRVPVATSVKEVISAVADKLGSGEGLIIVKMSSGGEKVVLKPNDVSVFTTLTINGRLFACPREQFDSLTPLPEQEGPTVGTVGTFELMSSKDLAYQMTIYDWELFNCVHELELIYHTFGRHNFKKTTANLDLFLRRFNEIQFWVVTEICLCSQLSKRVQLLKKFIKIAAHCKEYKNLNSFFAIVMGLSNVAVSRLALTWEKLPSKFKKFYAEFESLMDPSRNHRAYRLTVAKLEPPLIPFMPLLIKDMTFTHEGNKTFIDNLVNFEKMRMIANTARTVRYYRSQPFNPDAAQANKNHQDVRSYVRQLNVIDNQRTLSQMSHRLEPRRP
EPAC2 ag: activates human EPAC2 exchange factor | Q8WZA2 | EPAC2 activation, biochemical qHTS; response scale: 100% = 6.5 mM cAMP response | Potency, µM (titrated, usually from 154 µM), for inactives: at the highest dose activation, usual class: activators | 0.079% of 360,000 active; further: potency means the concentration at half of the fitted maximal effect; nearly all actives have a fitted effect of over 50% in size
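qHTS, titration series. 100 nM EPAC2 / 250 nM Rap1B-BODIPY-GDP / 50 uM GDP; RT; ex 480/em 540 nm, 5-min reads to 30 min. Norm. to 6.5 mM cAMP = activation.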
TDP-43 yeast inh: rescues yeast growth from TDP-43 toxicity. TDP-43 expressing yeast growth rescue, BacTiter-Glo, 24 h. Potency, µM (doses to about 46.1 µM), for inactives: at the highest dose growth rescue (activation), actives largely listed as activators. 1.8% of 410,000 active. AID 652104; further: potency means the concentration at half of the fitted maximal effect; % of control where 0% means no effect; nearly all actives have a fitted effect of over 50% in size
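Yeast cells expressing TDP-43 under galactose induction are exposed to compounds for 24 hr at 30 deg C. BacTiter-Glo luminescence measures growth, so protective compounds score as activators.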
aSyn yeast inh: alpha-synuclein toxicity inhibition in yeast. Yeast expressing alpha-synuclein, growth rescue, BacTiter-Glo, 24 h. Potency, µM (series often up to 46.1 µM), for the others: at the top dose growth rescue (activation), hits mostly activators. 0.14% of 370,000 active. AID 652106; further: potency means the concentration at half of the fitted maximal effect; % of control where 0% means no effect; nearly all actives have a fitted effect of over 65% in size
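Rescue of yeast growth: cells expressing toxic alpha-synuclein, induced in galactose at OD600 0.02, incubated with compound 24 h at 30 C. ATP luminescence quantified growth; inhibitors of toxicity appear as activators.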
* marks the source's active call; other numbers are inactive results; ? = inconclusive; . = no result given; & = joins results of further samples; [ ] = another dose, or the depositor's remark. Unless noted, the call rests on the fitted dose curve; in most records, active means well fitted curve in the direction sought with a large enough effect; inconclusive means small, poorly fitted or top-dose-only effect, or another doubt; inactive means no such curve, though single readings can be large; an effect the other way counts as inactive or inconclusive.

molecule,FUS yeast rescue,Abeta rescue,D3 ag,D3 antag,EPAC2 antag,EPAC2 ag,TDP-43 yeast inh,aSyn yeast inh
COc1ccc(C(=O)N2CCN(C(=O)COc3ccc(C)cc3)CC2)cc1OC,8%,1%,-8,.,.,.,6%,.
CN(C)S(=O)(=O)c1cccc(NC(=O)COC(=O)CCc2nc3ccccc3s2)c1,22%,2%,1,-3,-7%,-29%,9%,7%
COc1ccc(N2CCN(C(=O)COc3ccc(Cl)cc3Cl)CC2)cc1,-21%,0%[9.22 µM],-4,0,-9%,9%,?,?
CC(C)n1c(SCC(=O)NCc2ccco2)nnc1C1CC1,.,0%,-16,-8,4%,-1%,-19%,-2%
O=C(Nc1ccccc1)C1CC2CCC1C2 (stereo unspecified),-4%,5%,2,-11,1%,0%,12%,2%
CN1/C(=C\C(=O)c2cccc([N+](=O)[O-])c2)Sc2ccccc21,7%,-5%,2,0,-5%,13%,16%,1%
C[C@@H]1CCCCO[C@H](CN(C)C(=O)C2CCCCC2)[C@@H](C)CN([C@H](C)CO)C(=O)c2cc(N(C)C)ccc2O1,-4%,-6%,-6,19,-16%,-8%,2%,?
COCCCn1c(C(=O)NCCC2=CCCCC2)cc2c(=O)n3ccccc3nc21,-13%,-6%,2,9,10%,0%,-12%,0%
COc1cc2c(cc1OC)C(C)N(S(=O)(=O)c1cccs1)CC2 (stereo unspecified),11%,13%,2,-23,-7%,14%,?,18%
CC(C)(C)c1ccc(C(=O)Nn2c(CCC(=O)O)ccc2-c2cccs2)cc1,21%,-9%,-1,-10,-2%,0%,2%,5%
CCOc1cc2nc3c4ccccc4n(C)c3nc2cc1OCC,-36%,2%,1,22,5%,-3%,2%,-2%
COc1ccc(CN2C(=O)NC3(CCCc4ccccc43)C2=O)cc1F (stereo unspecified),0%,9%,5,0,-17%,8%,11µM*,2%
CCOC(=O)c1c(C)nc(C)c2c(=O)oc3ccccc3c12,29%,3%,1,7,-20%,3%,?,-6%
O=C(c1ccc(CS(=O)(=O)Cc2ccccc2)cc1)N1CCCCC1,2%,4%,1,18,9%,-4%,-8%,0%
COc1cccc(Oc2cn[nH]c2-c2ccc(OCC(=O)NN)cc2O)c1,27%,-30%,-4,-1,-20%,7%,6%,-7%
O=c1c2[nH]c3ccc(F)cc3c2ncn1CCCn1ccnc1,-10%,-1%,-13,-14,0%,-47%[inhibitor][15.6 µM],-7%,0%
CCOc1ccc(S(=O)(=O)N2CCC(C(=O)NCc3ccccn3)CC2)cc1Cl,-9%,1%,7,1,0%,11%,-13%,-4%
CN(C)c1ccc(/C=N/NC(=O)CCC(=O)NCc2ccccc2)cc1,3%,10%,1,-5,13%,3%,-8%,-2%
Cc1cc(C)n2nc(SCC(=O)Nc3ccc(F)c(F)c3F)nc2n1,-8%,7%,2,12,-14%,2%,17%,0%
Cc1[nH]n(C)c(=O)c1N=Nc1ccc(S(C)(=O)=O)cc1,-17%,8%,-4,-6,2%,7%,14%,4%

(listing goes on)
molecule,FUS yeast rescue,Abeta rescue,D3 ag,D3 antag,EPAC2 antag,EPAC2 ag,TDP-43 yeast inh,aSyn yeast inh
O=C(Nc1ccccc1)C1CCCCC1,27%,3%,0,8,18%,4%,7%,-1%
CCOc1cc(-c2noc(N)c2C(=O)OC)cc(OCC)c1OCC,.,9%,8,13,2%,1%,10%,-11%
CSc1nccc(Oc2cccc(C#N)c2)n1,-8%,-28%,-7,-6,0%,-5%,-22%[0.397 µM],-5%
COCC(=O)Nc1nnc(SCC(=O)NCc2cccs2)s1,9%,11%,0,19,12%,2%,15%,0%
N#Cc1ccccc1S(=O)(=O)N1CCN(c2nc(-c3cccnc3)nc3ccccc23)CC1,23%,-10%,-4,2,-1%,4%,6%,2%
COc1ccccc1CNC(=O)c1c(O)nc2cc(C)ccn2c1=O,20%,-9%,6,.,.,.,13%,.
O=C(c1ccc(N2CCOCC2)c([N+](=O)[O-])c1)N1CCN(c2ccccc2)CC1,13%,8%,-11,-7,-17%,8%,-2%,10%
O=C(Cc1nc2ccccc2[nH]1)N/N=C/c1ccccc1,32%,-10%,0,0,5%,7%,20%,1%
O=C(CCS(=O)(=O)Cc1cccc(Cl)c1)NCCc1ccccc1,-32%,4%,-2,1,1%,10%,17%,1%
Cc1ccc(C(=O)Nc2cccc([N+](=O)[O-])c2)cc1S(=O)(=O)Nc1ccc(NC(=O)c2ccccc2)cc1,.,0%,-2,6,5%,7%,7%,-14%
Cc1ccc(CNc2c(C=O)c(=O)[nH]c3ccccc23)cc1,-2%,0%,0,0,-1%,9%,14%,2%
CC(=O)Oc1ccc2c(=O)c(N3C(=O)c4ccccc4C3=O)c(C)oc2c1C,-17%,4%,4,6,-5%,-7%,20%,3%
O=C(CCN1C(=O)/C(=C/c2cccs2)SC1=S)Nc1ccc(C(=O)O)cc1,5%,-8%,1,0,0%,8%,-18%,2%
O=S1(=O)CC(N2CCCC2)CN1Cc1cn(Cc2ccccc2)nn1 (stereo unspecified),-20%,-5%,4,16,14%,1%,0%,-6%
CN(CC(=O)Nc1c(Cl)cccc1Cl)C(=O)c1ccccc1SCC(=O)N1CCCC1,3%,-7%,-7,-10,2%,7%,6%,2%
COc1ccc(C2CC(=O)N(Cc3cccc(C)c3)c3c2c(C)nn3-c2nc(C)cc(C)n2)c(OC)c1 (stereo unspecified),9%,4%,-5,.,.,.,?,.
OC(CN1CCN(c2ccccc2F)CC1)c1ccc(F)cc1 (stereo unspecified),-5%,2%,36*,-8,0%,5%,-10%,6%
Cc1ccc(CNC(=O)Cn2c(=O)ccc3cc(S(=O)(=O)N4CCCC4)ccc32)cc1,-6%,-10%,-10,.,.,.,14%,-2%
Cc1nc(NC(=O)c2ccc(F)cc2)sc1C(=O)Nc1ccc2c(c1)CCC2,5%,2%,-14,-23,5%,10%,-4%,-1%
COc1ccc(/C=C/C(=O)Nc2nonc2NC(C)=O)cc1,.,20%,2,8,-8%,-5%,21%,1%

New compounds follow
molecule,FUS yeast rescue,Abeta rescue,D3 ag,D3 antag,EPAC2 antag,EPAC2 ag,TDP-43 yeast inh,aSyn yeast inh
CNC(=O)Cn1nc(C)c2ccccc2c1=O,2%,-17%,4,28,8%,-6%,-22%,-3%
O=C(O)CC(c1ccccc1F)N1Cc2ccccc2C1=O (stereo unspecified),-5%,-6%,3,1,1%,3%,13%,-1%
Cc1ccc(C)c(-n2[nH]c3c4c(ccc3c2=O)C(=O)c2ccccc2C4=O)c1,1%,12%,-11,-23,2%,2%,16%,3%
Cc1cccc(C)c1OCC(C)N (stereo unspecified),-33%,-1%,-15&-16,5,19%,4%,0%,-5%&7%
CN(C(=O)CSc1nnc(NC(=O)Nc2ccccc2)s1)c1ccccc1,6%,5%,10,.,.,.,22%,.
CCN(CC)CC#CC(C)OCOCC#CCOC (stereo unspecified),4%,8%,14,18,9%,5%,-26%,0%
CC(C)(C)c1ccc(N/N=C(\C#N)S(=O)(=O)C(C)(C)C)cc1,12%,1%,4,10,3%,-13%,2%,7%
O=C(N/N=C/c1cccs1)c1[nH]ncc1Br,1%,-13%,-1,-6,4%,2%,5%,-11%
Cc1cc(C(=O)NCc2cccs2)no1,1%,5%,23,8,2%,11%,-17%,-2%
COc1ccc(C)cc1NC(=O)c1oc2ccc(S(=O)(=O)N3CCCCC3)cc2c1C,-14%,-12%,-10,.,.,.,2%,.
Clc1ccc(C=Cc2ccccn2)cc1,-4%,-29%,-2,2,-8%,15%,-14%,-22%
O=C(NCC1CCCO1)C1CCCCN1S(=O)(=O)c1ccc(F)cc1 (stereo unspecified),-12%,6%,-4,21,5%,4%,10%,-2%
CC1=C(C(=O)OCc2ccccc2)C(c2ccccc2OS(=O)(=O)c2ccccc2[N+](=O)[O-])NC(=O)N1CCCC(=O)O (stereo unspecified),0%,-6%,-27,0,-2%,2%,-18%,10%
CC(=O)Nc1nc2ccccc2n1Cc1ccccc1,-9%,26%,4,13,10%,6%,-2%,0%
CC1=C(C(=O)Nc2ccccc2)C(c2ccc(C)cc2)n2nc(SCc3ccccc3C)nc2N1 (stereo unspecified),-19%,-5%,7,.,.,.,13%,.
O=C(NCCCCNC(=O)c1ccc(Br)s1)c1ccc(Br)s1,23%,6%,-1,10,-6%,1%,-22%,-1%
CCOc1ccccc1NC1=C(Cl)C(=O)N(Cc2ccccc2)C1=O,-11%,-7%,2,0,-5%,15%,1%,-10%
C=CCNc1nc(Nc2ccc(OC)c(OC)c2)c2sc(-c3ccccc3)cc2n1,9%,0%,-23,?,-1%,-7%,11%,4%
CC(C)(C)NC(=O)CSc1nc(Cc2ccccc2)nc2ccccc12,12%,20%,-10,1,-23%,11%,18%,5%
CC(=O)c1ccc(NC(=O)c2sc3nc4n(c(=O)c3c2C)CCCCC4)cc1,6%,6%,1,42,-13%,-3%,4%,3%

Laid out differently: results already given
> CC(=O)Nc1nc2ccccc2n1Cc1ccccc1
  FUS yeast rescue: -9% | Abeta rescue: 26% | D3 ag: 4 | D3 antag: 13 | EPAC2 antag: 10% | EPAC2 ag: 6% | TDP-43 yeast inh: -2% | aSyn yeast inh: 0%
> O=C(NCCCCNC(=O)c1ccc(Br)s1)c1ccc(Br)s1
  FUS yeast rescue: 23% | Abeta rescue: 6% | D3 ag: -1 | D3 antag: 10 | EPAC2 antag: -6% | EPAC2 ag: 1% | TDP-43 yeast inh: -22% | aSyn yeast inh: -1%
> Cc1cccc(C)c1OCC(C)N (stereo unspecified)
  FUS yeast rescue: -33% | Abeta rescue: -1% | D3 ag: -15&-16 | D3 antag: 5 | EPAC2 antag: 19% | EPAC2 ag: 4% | TDP-43 yeast inh: 0% | aSyn yeast inh: -5%&7%
> Cc1cc(C(=O)NCc2cccs2)no1
  FUS yeast rescue: 1% | Abeta rescue: 5% | D3 ag: 23 | D3 antag: 8 | EPAC2 antag: 2% | EPAC2 ag: 11% | TDP-43 yeast inh: -17% | aSyn yeast inh: -2%

Following part.
molecule,FUS yeast rescue,Abeta rescue,D3 ag,D3 antag,EPAC2 antag,EPAC2 ag,TDP-43 yeast inh,aSyn yeast inh
CC(C)=CCN1CCN(Cc2cn(C(C)C)c3ccccc23)CC1CCO (stereo unspecified),1%,-8%,-17,2,3%,-3%,-5%,3%
COc1ccc(-c2noc(CCC(=O)N3CCC(C)CC3)n2)cc1,25%,0%,-6,-10,-6%,11%,-22%,-1%
COc1ccccc1OC(C)C(=O)N1CCN(CCc2ccccn2)CC1 (stereo unspecified),-4%,11%,-8,.,.,.,0%,.
Cn1c(=O)cc(SCC(=O)NCC2CCCO2)c2ccccc21 (stereo unspecified),5%,1%,4,19,6%,6%,-2%,-2%

A portion of the library, so the mix of outcomes need not match the whole.
